# Growth percent in the NCI-60 one-dose screen (48 h, 10 µM unless noted): 100 = growth as untreated, 0 = no growth, -100 = all killed.
# MALME-3M: MALME-3M melanoma; 78,000 compounds, 5.8% hits
# T-47D: T-47D breast cancer; 79,000 compounds, 5% hits
# BT-549: BT-549 breast cancer. AID 1794793. 78,000 compounds, 4.4% hits
# MCF7: MCF7 breast cancer. 82,000 compounds, 6.3% hits
# MDA-MB-468: MDA-MB-468 breast cancer; 78,000 compounds, 8.5% hits; AID 2202374
# LOX IMVI: LOX IMVI melanoma; 79,000 compounds, 7.4% hits
# MDA-MB-231: MDA-MB-231 breast cancer; 81,000 compounds, 5% hits; AID 1794789
# HS 578T: HS 578T breast cancer; AID 1794788; 78,000 compounds, 4.1% hits
# * marks the source's active call; other numbers are inactive results; nt = no result given; & = joins results of further samples. Rule for the calls: active = growth percent below 10; inactive = the rest.
SMILES,MALME-3M,T-47D,BT-549,MCF7,MDA-MB-468,LOX IMVI,MDA-MB-231,HS 578T
CCOc1cc(Cl)c(C(C)NC(=O)c2ccccc2)cc1OCC (stereo unspecified),99,77,101,98,82,91,104,105
CN1C(=O)C2(Nc3cc(Cl)ccc3S2)c2cc(F)ccc21 (stereo unspecified),106,83,91,97,101,92,76,83
CC/C(=C/c1cccc(OC)c1OC)c1ccncc1,95,80,80,107,84,93,95,85
NC(=O)CCNc1ccc2c(c1)Cc1ccccc1-2,101,105,94,91,93,96,89,nt
CCOc1cc(/C=N/N=C(N)N)ccc1O,114,102,105,115,111,109,104,97
CCOC(=O)c1ccc(NC(C)=O)o1,107,93,104,97,89,95,105,90
COc1ccc2[nH]cc(C(c3ccc(Cl)cc3)N3CCCC3)c2c1 (stereo unspecified),73,74,66,89,84,91,95,86
CC(C)(C)CC(C)(C)Nc1c(-c2cccc(C#N)c2)nc2cnccn12,106,91,95,83,99,93,83,91
CN1CCCN(C(c2ccccc2)c2ccc(Cl)cc2)CC1 (stereo unspecified),99,87,94,81,83,89,96,86
COc1ccccc1-n1cc(C#N)c(N)c1C(=O)c1ccc(Br)cc1,nt,60,89,33,31,66,80,78
CCCCCCCCCCCCCCCCN(CC)CC,-90*,2.0*,-37*,-69*,-85*,-100*,-87*,-25*
COc1cc(C2=NN(c3ccccc3)C(c3sc(N(C)Cc4ccccc4)nc3Cl)C2)cc(OC)c1OC (stereo unspecified),103,93,118,84,107,82,103,96
NS(=O)(=O)c1ccc(Nc2nc(N/N=C/c3cn[nH]c3-c3ccccc3)nc(Nc3ccccc3)n2)cc1,96,120,111,93,97,98,100,110
Cc1[nH]n(-c2ccccc2)c(=O)c1C=NC(=S)C(N)=S,nt,102,108,100,96,100,99,92
Nc1ccc2c(c1)NCC2,82,108,nt,130,101,88,74,107
O=C(NCc1ccc(Cl)cc1Cl)C1CCC(=O)N1c1cccs1 (stereo unspecified),96,76,86,88,115,89,96,101
O=S(=O)(c1ccccc1)N1CCCN(c2nc(-c3ccccc3)nc3nc(-c4ccccc4)oc23)CC1,105,99,107,91,116,100,108,116
CC(C)(C)OC(=O)N1C=C/C(=C/Cn2cc(-c3ccccc3)nn2)CC1,73&69,37&40,60&59,71&68,35&32,79&75,81&77,84&83
COc1cc2c(c(OC)c1OC)CCC(c1cccc(C(=O)Nc3cccc(Cl)c3)c1)O2 (stereo unspecified),75,37,67,73,77,65,26,80
Nc1cccc2cccc(O)c12,75,102,nt,80,83,85,66,82
CN(C)CCCn1c2c(c3cc(-c4cccc(S(N)(=O)=O)c4)ccc3c1=O)C(=O)c1ccccc1-2,67,75,76,28,88,56,94,100
C=CCSc1nc(-c2cnccn2)cc(-c2cccs2)c1C#N,nt,80,86,75,70,66,87,73
NC(=O)NC(=O)c1nccnc1C(=O)O,117,110,125,101,105,109,128,149
CN1C(=O)[C@H]2c3c1cccc3[C@@]1(N)C(=O)[C@H](CCC1(C)C)C2(C)C,97,82,98,96,85,99,86,103

# 7 entries drawn at random from those above:
SMILES,MALME-3M,T-47D,BT-549,MCF7,MDA-MB-468,LOX IMVI,MDA-MB-231,HS 578T
CN1C(=O)[C@H]2c3c1cccc3[C@@]1(N)C(=O)[C@H](CCC1(C)C)C2(C)C,97,82,98,96,85,99,86,103
Nc1ccc2c(c1)NCC2,82,108,nt,130,101,88,74,107
O=S(=O)(c1ccccc1)N1CCCN(c2nc(-c3ccccc3)nc3nc(-c4ccccc4)oc23)CC1,105,99,107,91,116,100,108,116
O=C(NCc1ccc(Cl)cc1Cl)C1CCC(=O)N1c1cccs1 (stereo unspecified),96,76,86,88,115,89,96,101
CC(C)(C)OC(=O)N1C=C/C(=C/Cn2cc(-c3ccccc3)nn2)CC1,73&69,37&40,60&59,71&68,35&32,79&75,81&77,84&83
Cc1[nH]n(-c2ccccc2)c(=O)c1C=NC(=S)C(N)=S,nt,102,108,100,96,100,99,92
NC(=O)NC(=O)c1nccnc1C(=O)O,117,110,125,101,105,109,128,149

# Next section
SMILES,MALME-3M,T-47D,BT-549,MCF7,MDA-MB-468,LOX IMVI,MDA-MB-231,HS 578T
COc1ccc(OC)c(/C=C/C(=O)C2=NN(c3ccc(Cl)cc3)[C@H](c3cc(OC)ccc3OC)CC2=O)c1,108,106,110,100,103,97,108,101
COc1cc2c3c(c(=O)oc2cc1OS(C)(=O)=O)CCCCCC3,83,73,83,95,76,99,84,77
CS(=O)(=O)c1ccc(/C(=N\NC(N)=S)c2ccccc2)cc1,100,96,99,94,104,95,96,106
CCCCC1CCCCC1,103,110,103,101,101,100,112,98
COc1cc(CO)ccc1O,105,95,100,105,109,116,103,nt
O=C(O)C(O)C(O)C(O)C(O)C(O)C(O)CO (stereo unspecified),nt,106,102,103,112,106,120,114
Cc1nc2sc(C(=O)Nc3cccc(Cl)c3C)c(N)c2cc1C(O)c1ccccc1 (stereo unspecified),50,44,41,16,19,20,15,23
COc1ncnc2c1ncn2CC#CCCl,124,91,111,85,98,76,101,132
Clc1ccc(-c2nc(CSc3ccccn3)cs2)cc1,112,94,114,97,91,99,96,115
Cc1ccc(-c2nc3ccc(C(=O)N=Nc4c(O)[nH]c5ccc([N+](=O)[O-])cc45)cc3[nH]2)cc1,58,52,99,66,59,55,67,75
CCOP(=O)(O)OP(=O)(O)OCC,98,92,102,94,107,93,112,nt
NS(=O)(=O)c1cc2c(cc1C(F)(F)F)NCNS2(=O)=O,110,106,105,99,111,96,115,110
C/C(=N\Nc1cc(C)c2cc(C)ccc2n1)c1ccccn1,nt,-50*,21,-76*,-69*,-86*,-89*,46
CSc1nc2cc(Oc3cccc(Cl)c3Cl)c(Cl)cc2[nH]1,95,81,91,91,77,74,78,nt
CSc1ccc(OCc2nc3ccccc3n2-c2cccc(NS(C)(=O)=O)c2)cc1,84&95,78&99,105&131,56&90,98&110,89&89,57&118,65&81
Cc1cc(C)c2c(S(=O)(=O)N3CCC(C)CC3)[nH]nc2n1,103,93,105,92,97,109,104,107
CCCNc1ncnc2c1cnn2C1CCCCO1 (stereo unspecified),108,100,116,98,104,100,107,113
Nc1c(C(=O)N/N=C/c2ccc(OCc3ccccc3)cc2)cnn1CC(O)c1ccccc1 (stereo unspecified),98,90,104,82,104,94,104,118
N=c1ccc2nc3ccc(N)cc3sc-2c1,32,6.0*,nt,15,-16*,4.0*,17,52
O=C(NN1C(=O)/C(=C/C=C/c2ccc([N+](=O)[O-])o2)SC1=S)c1ccccc1O,-95*,-59*,-91*,-50*,-75*,-92*,-93*,-5.3*
O=S(=O)(c1cc(Cl)ccc1O)c1cc(Cl)ccc1O,96,67,nt,93,63,93,95,66
O=C1/C(=C/c2cccc(OCc3ccc(Cl)cc3)c2)N=C2SCCCN12,122,91,101,97,97,101,101,109
COc1ccc(C2=C(Nc3ccc(C(=O)Nc4ccc(Cl)cc4)cc3)C(=O)N(C)C2=O)cc1,91,61,93,80,86,69,76,106
C=C(C)[C@@H]1CC[C@]2(C(=O)O)CC[C@]3(C)[C@H](CC[C@@H]4[C@@]5(C)CCC(NC(=O)c6cccc(OC(C)=O)c6OC(C)=O)C(C)(C)[C@@H]5CC[C@]43C)[C@@H]12 (stereo partly specified),-4.4*,21,16,4.2*,-5.3*,-74*,12,16
CCOC(=O)C/C(C)=N\NC(=O)c1ccncc1,84,92,98,93,110,105,102,115
FC(F)(F)c1ccn(-c2ccc(C3=NNC(c4ccc[nH]4)C3)cc2)n1 (stereo unspecified),92,80,87,85,99,92,78,98
Cn1c(-c2ccccc2)cs/c1=N\S(=O)(=O)c1ccc(NNc2c3ccccc3cc3ccccc23)cc1,92,88,75,90,76,82,88,100
NC(N)=NS(=O)(=O)c1ccc(N=NC2C(=O)NN(c3ccc([N+](=O)[O-])cc3[N+](=O)[O-])C2=O)cc1 (stereo unspecified),121,80,117,85,116,58,88,97
CN(Cc1cnc2nc(N)nc(N)c2n1)c1ccc(C(=O)N[C@@H](CCc2nn[nH]n2)C(=O)O)cc1,51,50,47,15,31,14,43,68
O=c1[nH]c2c(cc1S(=O)(=O)c1ccccc1)CCc1c-2cnn1Cc1ccccc1,98,93,98,100,84,101,103,107
Oc1c(Br)cc(Cl)cc1C(c1cc(Cl)cc(Br)c1O)C(Cl)(Cl)Cl,-0.8*,29,28,11,-4.0*,34,-11*,21
COc1cc(-c2nnc(SCc3ccc(O)c4ncccc34)n2-c2ccccc2)cc(OC)c1OC,-4.7*,-0.9*,13,2.0*,-10*,-22*,25,20
NC(=O)c1ccccc1N,95,107,108,100,nt,100,99,120
CCNc1nc2ccccc2c2c(=O)c3cccc(F)c3sc12,98,60,85,35,26,85,81,96
CCCCCCc1ccc(/C=C/C(OC)OC)cc1,97,93,100,95,98,107,105,118
CC1=C(SCC(=O)OCCCCCC(C)C)C(=O)c2ccccc2C1=O,116,74,94,72,66,93,84,92
Cc1ccc2c(c1)C(C)(C)CCC2C (stereo unspecified),106,98,96,82,106,101,nt,103
C=CCn1c(SCC(=O)Nc2ccc(C(=O)/C=C/c3ccc(Cl)cc3)cc2)nnc1-c1c[nH]c2ccccc12,83,60,111,9.3*,62,1.5*,82,91
Cc1cccc(-c2nc(Nc3cccc(C(=O)O)c3)c3ccccc3n2)c1,115,100,92,88,121,88,99,89
CC1(C)[C@@H](O)CC[C@]2(C)[C@H]3CC[C@@H]4[C@H]5[C@H](C(=O)/C=C/c6cccnc6)CC[C@]5(CO)CC[C@@]4(C)[C@]3(C)CC[C@@H]12,104,73,119,85,81,107,92,101
CCCCCCN(CCCCCC)CC(O)c1ccc2c3c(cccc13)CC2 (stereo unspecified),72,30,63,54,56,21,73,69
Nc1ncnc2[nH]c(=S)[nH]c12,nt,110,102,98,104,96,121,116
CCOC(=O)C(=CNc1ccc2n[nH]nc2c1)C(=O)OCC,98,95,101,91,96,95,111,136
CCCCC(CC)CNCCOC(=O)c1ccc(N)cc1 (stereo unspecified),96,96,100,99,98,103,107,nt
COc1ccc2nc(-n3c(=O)c4cccnc4n(-c4cc(F)c(F)c(F)c4)c3=O)sc2c1,120,90,95,86,112,105,115,nt
Nc1ccc(Cl)cc1Cl,112,102,99,100,104,102,101,121
c1ccc(Cn2cc3c(c2-c2ccccc2)CCc2c(CN4CCOCC4)noc2-3)cc1,73,95,108,89,75,105,95,106
CN1C(C(=O)Nc2ccccn2)=C(O)c2sccc2S1(=O)=O,96,97,98,97,109,92,118,102

# 4 entries from above, field by field:
CC1(C)[C@@H](O)CC[C@]2(C)[C@H]3CC[C@@H]4[C@H]5[C@H](C(=O)/C=C/c6cccnc6)CC[C@]5(CO)CC[C@@]4(C)[C@]3(C)CC[C@@H]12
  MALME-3M = 104
  T-47D = 73
  BT-549 = 119
  MCF7 = 85
  MDA-MB-468 = 81
  LOX IMVI = 107
  MDA-MB-231 = 92
  HS 578T = 101
CN1C(C(=O)Nc2ccccn2)=C(O)c2sccc2S1(=O)=O
  MALME-3M = 96
  T-47D = 97
  BT-549 = 98
  MCF7 = 97
  MDA-MB-468 = 109
  LOX IMVI = 92
  MDA-MB-231 = 118
  HS 578T = 102
Nc1ncnc2[nH]c(=S)[nH]c12
  MALME-3M = nt
  T-47D = 110
  BT-549 = 102
  MCF7 = 98
  MDA-MB-468 = 104
  LOX IMVI = 96
  MDA-MB-231 = 121
  HS 578T = 116
Cc1ccc2c(c1)C(C)(C)CCC2C (stereo unspecified)
  MALME-3M = 106
  T-47D = 98
  BT-549 = 96
  MCF7 = 82
  MDA-MB-468 = 106
  LOX IMVI = 101
  MDA-MB-231 = nt
  HS 578T = 103

# (further entries)
SMILES,MALME-3M,T-47D,BT-549,MCF7,MDA-MB-468,LOX IMVI,MDA-MB-231,HS 578T
COc1cc(C(=O)/C=C/c2c(Cl)nc3sccn23)cc(OC)c1OC,92,81,81,55,60,64,77,61
COc1ccc(C2C3=C(COC3=O)N(CCO)c3cc4c(cc32)OCCO4)cc1 (stereo unspecified),103,80,nt,nt,33,77,91,72
Cc1cccc(CNc2c3ccccc3nc3ccccc23)c1,14,25,67,6.2*,-0.4*,6.3*,39,30
CCCCCCCCCC1=NC(C)(C)CN1c1ccccc1,111,90,102,94,92,93,95,99
